Screening data deposited in PubChem BioAssay by The Scripps Research Institute Molecular Screening Center.
PAFAH1B3 inh = blocks human PAF acetylhydrolase 1B catalytic subunit 3; Q15102; recombinant PAFAH1B3, FP-rhodamine probe, fluorescence polarization; inhibition, % at 3.39 µM; 340,000 compounds, 0.28% hits; AID 492972;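 active means inhibition above the screen-wide average of all tested compounds plus 3 SD, cut at about 25% in these data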;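 further: 0% = enzyme with DMSO only and 100% = wells lacking PAFAH1B3 protein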
PAFAH2 FP inh = PAFAH2 (human) inhibition | Q99487 | recombinant PAFAH2, FP-rhodamine activity probe, fluorescence polarization | AID 492956 | inhibition, % at 3.39 µM | 340,000 compounds, 0.99% hits;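 active means inhibition above the mean over all tested compounds plus 3 SD, cut at about 30% in these data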;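 further: inhibitors block probe labeling of enzyme so polarization drops; 0% = enzyme with DMSO and 100% = wells lacking PAFAH2 protein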
PAFAH1B2 inh = PAFAH1B2 (human) inhibition | recombinant PAFAH1B2, FP-rhodamine activity probe, fluorescence polarization | P68402 | inhibition, % at 3.39 µM | 340,000 compounds, 1.2% hits | AID 492953;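 active means inhibition above the mean of all tested compounds plus 3 SD, cut at about 24% in these data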;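 further: 0% = enzyme with DMSO and 100% = wells lacking PAFAH1B2; many of its hits are not listed in these tables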
Target sequence (P68402 whole entry, looked up): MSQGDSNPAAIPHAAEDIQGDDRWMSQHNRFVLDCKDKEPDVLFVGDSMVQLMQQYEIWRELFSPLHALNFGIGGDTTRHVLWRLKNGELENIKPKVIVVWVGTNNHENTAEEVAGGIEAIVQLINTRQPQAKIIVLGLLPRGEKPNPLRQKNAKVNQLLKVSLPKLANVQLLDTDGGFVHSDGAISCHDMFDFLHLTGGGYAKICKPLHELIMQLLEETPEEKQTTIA
PAD4 FP inh = PAD4 (human) enzyme inhibition. recombinant PAD4, RCA probe fluorescence polarization. inhibition, % at 6.36 µM. 330,000 compounds, 0.41% hits. AID 485272;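 active means percent inhibition above a cutoff equal to the mean of all tested compounds plus 3 SD, cut at about 15% in these data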;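 further: 0% = PAD4 with RCA probe and DMSO and 100% = probe without PAD4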
PME-1 primary = blocks human protein phosphatase methylesterase 1; Q9Y570; recombinant PME-1, FP-Rh probe fluorescence polarization; inhibition, % at 5.9 µM; 320,000 compounds, 0.53% hits;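 active means inhibition above the campaign mean of all compounds plus 3 SD, cut at about 26% in these data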;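 further: competitive labeling of PME-1 active site by serine hydrolase directed probe; 0% = PME-1 with DMSO and 100% = wells lacking PME-1 enzyme; inhibitors block probe labeling so polarization falls and inhibition rises; many of its hits are not listed in these tables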
Target sequence (Q9Y570 whole entry, looked up): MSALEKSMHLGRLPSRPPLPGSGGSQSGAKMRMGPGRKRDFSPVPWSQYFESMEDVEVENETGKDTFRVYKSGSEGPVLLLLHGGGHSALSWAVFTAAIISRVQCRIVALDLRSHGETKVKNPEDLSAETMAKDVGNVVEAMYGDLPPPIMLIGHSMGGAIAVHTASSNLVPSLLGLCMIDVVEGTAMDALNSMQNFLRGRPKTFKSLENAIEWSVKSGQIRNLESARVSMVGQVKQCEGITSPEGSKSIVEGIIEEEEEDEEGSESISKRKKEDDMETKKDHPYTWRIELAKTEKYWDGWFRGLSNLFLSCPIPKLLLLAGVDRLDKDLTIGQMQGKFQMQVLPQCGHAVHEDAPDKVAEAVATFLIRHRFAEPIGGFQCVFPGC
LYPLA1 counter = blocks human lysophospholipase 1, a PME1 counter-screen | AID 2174 | inhibition, % at 5.9 µM | recombinant LYPLA1, FP-Rh probe fluorescence polarization | O75608 | 320,000 compounds, 0.16% hits;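 active means inhibition above the mean of all tested compounds plus 3 SD, set per campaign, cut at about 14% in these data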;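 further: inhibitors block serine hydrolase probe labeling of LYPLA1 so polarization falls; 0% = enzyme with DMSO and 100% = wells lacking LYPLA1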
LYPLA2 inh = blocks human lysophospholipase 2, a PME1 counter-screen; recombinant LYPLA2, FP-Rh probe fluorescence polarization; inhibition, % at 5.9 µM; 320,000 compounds, 0.38% hits; AID 2177;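 active means inhibition above the screen-wide mean plus 3 SD, limit set per campaign, cut at about 26% in these data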;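 further: 0% = LYPLA2 with DMSO and 100% = wells lacking LYPLA2 enzyme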
GSTO1 counter = GSTO1 inhibition, counter-screen for RBBP9 inhibitors; recombinant GSTO1, activity-based probe fluorescence polarization; inhibition, % at 5.96 µM; P78417; 300,000 compounds, 1.1% hits;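 active means inhibition above the campaign mean inhibition plus 3 SD, cut at about 35% in these data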;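 further: 0% = GSTO1-1 with DMSO and 100% = wells lacking GSTO1-1 enzyme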
pPAFAH FP inh = inhibitors of human plasma PAF acetylhydrolase (pPAFAH); recombinant pPAFAH, FP-rhodamine probe fluorescence polarization; 330,000 compounds, 1.5% hits; inhibition, % at 3.39 µM; Q13093;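 active means inhibition above the mean inhibition across the screen plus 3 SD, cut at about 25% in these data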;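 further: inhibitors block binding of the rhodamine activity-based probe so polarization drops; 0% = enzyme with DMSO and 100% = wells lacking pPAFAH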
Target sequence (Q13093 whole entry, looked up): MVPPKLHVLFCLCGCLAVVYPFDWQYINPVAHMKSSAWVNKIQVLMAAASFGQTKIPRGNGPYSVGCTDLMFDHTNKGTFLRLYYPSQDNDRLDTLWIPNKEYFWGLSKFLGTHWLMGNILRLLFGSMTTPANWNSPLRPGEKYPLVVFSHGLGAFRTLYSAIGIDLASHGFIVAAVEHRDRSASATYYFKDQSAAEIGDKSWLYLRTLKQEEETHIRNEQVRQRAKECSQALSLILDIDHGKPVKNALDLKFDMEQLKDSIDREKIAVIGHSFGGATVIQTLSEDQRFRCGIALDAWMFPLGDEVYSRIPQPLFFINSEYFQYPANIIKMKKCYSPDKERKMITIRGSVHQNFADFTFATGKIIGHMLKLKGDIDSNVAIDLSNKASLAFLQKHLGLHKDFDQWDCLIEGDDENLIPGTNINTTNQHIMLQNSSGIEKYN
Numbers without * were called inactive; . = not tested or not shown. These rows are one share of the data; count on the stated rates, not on these rows.

SMILES | PAFAH1B3 inh | PAFAH2 FP inh | PAFAH1B2 inh | PAD4 FP inh | PME-1 primary | LYPLA1 counter | LYPLA2 inh | GSTO1 counter | pPAFAH FP inh
O=C1CC(c2nc3ccccc3[nH]2)CN1c1ccccc1 (configuration not stated) | 3 | 14 | 7 | -4 | 5 | 0 | 4 | -4 | 6
CCC(=O)N1C(=O)CCN(C(C)=O)c2ccccc21 | 7 | -2 | -5 | -1 | 4 | 7 | 3 | 0 | 3
O=C(CN(C(=O)CCNC(=O)c1ccco1)c1ccccc1)NC1CCCC1 | 2 | -2 | 4 | -2 | 1 | 3 | 1 | 6 | -7
O=C(Nc1ccc(S(=O)(=O)N2CCOCC2)cc1)c1nn(-c2ccc(F)cc2)ccc1=O | 1 | -6 | -10 | -4 | 1 | 2 | 4 | 2 | 3
C=CCN(C(=O)c1csnn1)C(C(=O)NCc1ccc(F)cc1)c1ccc(F)cc1 (configuration not stated) | 2 | -11 | 8 | 15* | -8 | 6 | 7 | 0 | 4
COc1ccc(S(=O)(=O)N2CCOCC2)cc1NC(=O)C1CCCN1C(=O)c1cccs1 (configuration not stated) | 4 | 7 | 1 | 4 | -3 | 1 | 0 | . | -1
COCCN(C(=O)CSc1nc2ccc(Cl)cc2[nH]1)c1c(N)n(Cc2ccccc2)c(=O)[nH]c1=O | 16 | 4 | -5 | -3 | 3 | -5 | -7 | 5 | 11
O=C(CSc1nc2c(c(=O)n1-c1ccc(F)cc1)SCC2)NCc1ccco1 | 9 | 0 | 2 | 0 | 8 | 1 | -3 | 2 | 8
c1ccc(-n2c(SCc3ccncc3)nnc2-c2ccco2)cc1 | 0 | 0 | 1 | -2 | 1 | 0 | -7 | 8 | 1
O=C(NC1CCCCC1)C(c1ccc2ncccc2c1)N(Cc1ccco1)C(=O)c1ccc2c(c1)OCCO2 (configuration not stated) | 1 | -6 | -1 | -4 | 6 | -2 | 3 | -4 | 5
CC(Sc1ccsc1[N+](=O)[O-])C(=O)NCc1ccco1 (configuration not stated) | -5 | 1 | 2 | -8 | 5 | -5 | 2 | 16 | 10
CCN(CC)CC(O)COCCC12CC3CC(CC(C3)C1)C2 (configuration not stated) | 5 | 0 | 1 | -2 | -8 | 1 | 5 | -2 | 2
COc1ccc(/C=C\C(=O)NCc2ccc3[nH]c(C)cc3c2)cc1OC | 2 | 5 | -1 | 0 | 4 | -1 | -3 | 6 | 7
CCOC(=O)C1C(=O)NC(SCC(=O)Nc2nccs2)=C(C#N)C1c1ccccc1OCC (configuration not stated) | -2 | 0 | 5 | -1 | 2 | -1 | -3 | 3 | 7
N=c1n(CCN2CCOCC2)c2ccccc2n1CC(=O)c1cccc([N+](=O)[O-])c1 | 3 | 1 | 2 | 0 | 3 | 0 | -4 | -7 | 13
Cc1noc(C)c1S(=O)(=O)N1Cc2ccccc2CC1C(=O)N(C)C (configuration not stated) | -7 | -1 | 2 | -2 | -2 | 3 | 5 | 3 | 3
CN(CC(=O)Nc1cccc(F)c1)C(=O)c1ccccc1OCCOc1ccccc1 | -2 | 6 | 1 | 1 | -2 | -3 | -1 | 8 | 0
COC(=O)CC1(C(=O)OC)Oc2ccc(Br)cc2C(=O)N1c1cc(Cl)c(Cl)cc1Cl (configuration not stated) | 2 | 5 | 1 | 1 | 0 | -3 | -4 | -5 | 2
N#Cc1c(N)n(CCNC(=O)c2ccccc2)c2nc3ccccc3nc12 | 0 | 2 | -1 | 1 | 15 | -3 | -4 | 0 | 24
CCOC(=O)C1(Cc2cccc(OC)c2)CCN(Cc2ccccc2)CC1 | 3 | 4 | 0 | -4 | -1 | 2 | 3 | 2 | -2

Reprinted from the part before: two compounds, followed by the next part.
SMILES | PAFAH1B3 inh | PAFAH2 FP inh | PAFAH1B2 inh | PAD4 FP inh | PME-1 primary | LYPLA1 counter | LYPLA2 inh | GSTO1 counter | pPAFAH FP inh
N#Cc1c(N)n(CCNC(=O)c2ccccc2)c2nc3ccccc3nc12 | 0 | 2 | -1 | 1 | 15 | -3 | -4 | 0 | 24
CCOC(=O)C1(Cc2cccc(OC)c2)CCN(Cc2ccccc2)CC1 | 3 | 4 | 0 | -4 | -1 | 2 | 3 | 2 | -2
CC(C)(C)c1ccc(C(=O)NCC(=O)N2CCCCCC2)cc1 | 9 | -1 | 9 | 1 | 8 | -4 | 3 | -4 | 3
Cc1nc(Cl)cc(N/N=C/c2ccc(O)cc2O)n1 | 6 | 7 | 6 | -6 | -7 | 2 | -1 | 18 | 1
Cc1ccc(S(=O)(=O)N(CC(=O)NCc2ccc(F)cc2)C(=O)N2CCN(C)CC2)cc1 | 6 | 6 | 0 | 4 | -4 | -3 | -3 | 3 | 6
CC(C)C[C@@H](CN1C(=O)C(=O)NC[C@@H]1CC(C)C)NC(=O)Cc1ccccc1 | 11 | 1 | 5 | 0 | . | . | . | . | 0
Cc1ccc2c(CC(=O)Nc3sccc3C(N)=O)coc2c1 | -1 | -3 | 4 | -4 | -20 | -2 | 3 | 3 | -5
CCCCN(CCCC)C(=O)/C=C/c1cccc([N+](=O)[O-])c1 | 1 | 6 | 9 | 0 | 0 | 1 | 2 | -5 | 7
CCOC(=O)c1csc(NC(=O)c2cc(-c3ccccn3)nc3ccccc23)n1 | 6 | 6 | 0 | 1 | . | . | . | . | -1
CCOC(=O)C(Cc1ccc(O)cc1)NC(=O)CNC(=O)C(CC(C)C)NC(=O)OC(C)(C)C (configuration not stated) | 2 | 10 | 1 | 5 | -1 | -1 | -3 | 9 | 1
CCCC(=O)Nc1ccc(C(N)=O)cc1 | 5 | 2 | 4 | -3 | -4 | -3 | -4 | 1 | 4
COc1cc(/C=C(\C#N)c2nc3c(s2)CCCC3)ccc1O | . | . | . | -33 | -7 | -1 | -5 | -17 | 35*
COC(=O)c1ccc(CNC(=O)CSC2=NCCS2)cc1 | 4 | 1 | 2 | 1 | 1 | 3 | 3 | 1 | 8
COc1ccc(-n2c(SCC(=O)NCc3ccco3)nc3c([nH]c4ccccc43)c2=O)cc1 | -6 | -6 | -9 | -1 | -5 | -3 | -2 | 2 | -2
Nc1nc(NC(=O)c2cccnc2)nn1-c1ccccc1 | 0 | 1 | 4 | 5 | 4 | -1 | -1 | 3 | 0
COc1cc(/C=N\NC(=O)C2C(=O)NCC2c2ccccc2)cc(OC)c1O (configuration not stated) | 4 | 2 | 3 | -1 | -7 | -4 | -5 | 14 | -4
CSc1ncccc1C(=O)OCC(=O)NC1CCCC1 | -3 | 15 | 4 | -4 | 7 | 0 | -5 | . | 1
NC(=O)c1ccc(NC(=O)COC(=O)c2ccc3c(c2)OCCO3)cc1 | 11 | 18 | 5 | -4 | 4 | -6 | -7 | -1 | 0
CC1=C(C)CC(C(=O)NC(C)CCc2ccccc2)C(C(=O)O)C1 (configuration not stated) | 4 | -2 | 9 | -1 | 1 | -1 | 6 | -3 | 0
Cc1ccccc1N(C(=O)CNC(=O)c1ccco1)C(C(=O)NC1CCCCC1)c1cccnc1 (configuration not stated) | 7 | -11 | 2 | 2 | -5 | 1 | 2 | 8 | -8
CCN(CC)c1ccc(/C=N/NC(=O)c2c(Cl)c(C)nn2C)cc1 | 4 | -7 | -2 | -2 | 6 | 1 | -5 | 1 | 6
Cc1cc(Cl)ccc1OCCCC(=O)NCc1ccccn1 | -5 | -3 | -4 | 2 | 2 | 0 | 2 | 1 | 2
O=C(O)CCC(=O)Nc1ccc(Br)cc1C(=O)c1ccc(Cl)cc1 | 6 | -2 | 5 | -3 | 7 | 2 | -5 | 4 | -3
CCOc1ccc(/C=C/C(=O)OC(C)C(=O)NC2CCCCC2C)cc1OC (configuration not stated) | 3 | 8 | 5 | -2 | 0 | 0 | -4 | 5 | 2
CCN(CC(=O)NC1CC1)S(=O)(=O)c1ccccc1 | 4 | 0 | -3 | -6 | -6 | -2 | -1 | 4 | -2
CC1(C)CC(=O)C2=C(C1)OC1=C(C(=O)CC(C)(C)C1)C2c1ccc(O)c([N+](=O)[O-])c1 | 11 | 0 | 7 | 1 | -5 | -3 | 4 | 8 | -5
CCOc1ccc(C(=O)NCC(=O)N2CCN(c3ccccc3O)CC2)cc1 | 6 | 14 | 5 | -3 | -8 | 3 | -3 | 6 | 2
Nc1cc(Cl)ccc1C(=O)OCC(=O)N1CCCC1 | 6 | 8 | 5 | -5 | -3 | 0 | 3 | 2 | 4
CCOc1cc(/C=N/O)cc(Br)c1OCC(=O)NCc1ccccc1 | -2 | -1 | 1 | 0 | 11 | -6 | -5 | -2 | 7
c1ccc(C2[C@H]3CN(CC4CCCCC4)[C@H](c4ccccc4)C34CC2(c2cccnc2)C4)cc1 (some centres not stated) | 17 | 56* | 2 | -2 | 4 | 2 | 0 | 1 | 4
O=C(NCc1ccccc1Cl)c1cnccn1 | -7 | 12 | 2 | -4 | 1 | -1 | -2 | 2 | 1
C/C(=N\NC(=S)NCc1ccccc1)c1ccc(Cl)cc1 | 5 | 0 | 1 | 1 | 2 | -3 | -8 | 4 | 4
CCN(Cc1cnn(C)c1)C(=O)CC1C(=O)NCCN1Cc1cccc(OC)c1OC (configuration not stated) | -1 | -3 | -3 | -3 | -5 | -1 | -1 | 5 | 2
CC(C)Cn1c(CN2CCN(c3ccccc3F)CC2)nc2c1c(=O)[nH]c(=O)n2C | 0 | 2 | -1 | 2 | 2 | 2 | 1 | 1 | 3
CCn1ccc(C(=O)N2CCOCC2)n1 | -1 | 12 | 11 | 3 | -7 | -2 | 1 | 1 | -3
Cc1cccc(NC2=NCC(=O)N2Cc2ccccc2)c1 | 1 | -2 | 0 | 7 | -1 | 2 | 6 | 0 | 6
Cc1cccc(C(=O)NC2CCN(C(=S)NCc3ccco3)CC2)c1 | -2 | 12 | 0 | 1 | -4 | 4 | 3 | 9 | 2
Cc1cc(C)c(-c2c(O)c3cnn(-c4ccccc4)c3[nH]c2=O)c(C)c1 | 2 | 0 | 4 | 1 | -7 | -2 | 3 | 2 | -3
O=C(Nc1cccc2cccnc12)c1ccc2c(c1)OCCO2 | 1 | -5 | -3 | 0 | 0 | -3 | 2 | 4 | 2
COCCNC(=O)C(c1ccc(C)cc1)N(Cc1ccccc1)C(=O)CCC(=O)Nc1ccccn1 (configuration not stated) | 1 | 8 | 10 | -1 | 6 | 6 | 6 | -1 | -2
CC(=O)Nc1ccc(NC(=O)c2ccc(C3SCC(=O)N3CCc3ccccc3)cc2)cc1 (configuration not stated) | 4 | 4 | 4 | 0 | 6 | -2 | -9 | -8 | 5
CCc1nc(SCc2ccc(OC)c(Br)c2)n[nH]1 | 1 | -1 | 2 | 3 | -4 | -3 | 0 | 9 | 2
CSc1ncccc1C(=O)NCCc1ccccc1F | 3 | -4 | 6 | -2 | 6 | 7 | 4 | 0 | -2
CCN(C(=O)C1CSC2(C)CCC(=O)N12)c1nc2c(C)cccc2s1 (configuration not stated) | 9 | 5 | -1 | 2 | -3 | -3 | -6 | -1 | 6
CC(=O)Nc1ccc(NC(=O)CSc2nnc(CC(C)O)n2-c2ccccc2)cc1 (configuration not stated) | 8 | 7 | 0 | 1 | -4 | 1 | 1 | 0 | 2
O=C(CSc1nc(-c2ccccc2)cc(C(F)(F)F)n1)c1cccc([N+](=O)[O-])c1 | 6 | -7 | -5 | 2 | -2 | -10 | -4 | 1 | 5
